# Compound activity deposited in PubChem by several laboratories.
# 14-3-3 Bad PPI = disrupts binding of bovine 14-3-3 zeta to phospho-Bad peptide | hit rate 0.71% among 220,000 | TR-FRET 14-3-3zeta/Dy647-pBad peptide displacement, 1 h | inhibition, % at 21.7 µM;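 active means inhibition above about 70%, limit read from the data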;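 further: 0% = full 14-3-3 plus peptide FRET controls and 100% = background without 14-3-3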
# Target sequence (P63103 whole entry, looked up): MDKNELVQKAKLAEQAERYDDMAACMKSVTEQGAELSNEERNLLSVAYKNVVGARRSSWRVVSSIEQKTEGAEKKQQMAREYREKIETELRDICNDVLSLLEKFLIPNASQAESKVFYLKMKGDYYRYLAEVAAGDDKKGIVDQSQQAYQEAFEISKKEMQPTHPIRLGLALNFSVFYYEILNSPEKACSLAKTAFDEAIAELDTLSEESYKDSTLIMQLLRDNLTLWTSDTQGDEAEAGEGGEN
# zfTRPN1 agonist = agonists of zebrafish TRPN1 channel; HEK293 zebrafish TRPN1-YFP, Fluo-8 calcium fluorescence; 100% = response to 87 µM carbachol; activation, % at 3 µM; hit rate 0.18% among 220,000; AID 1424;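 active means activation above its plate's cutoff, the mean activation of test wells on that plate plus 3 SD, cut at about 19% in these data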;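 further: 0% = DMSO alone and 100% = 87 µM carbachol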
#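 Material: zebrafish TRPN1-YFP in HEK293 cells; Doses: single test compound dose, 3 µM nominal, 0.3% DMSO; Timing: dye loading 1 h at 37 °C, then 30 min room temperature; Technique: intracellular calcium fluorescence with Fluo-8; Benchmarks: high carbachol 87 µM, low DMSO alone.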
# NPY1 pot ag = potentiators or agonists of human neuropeptide Y receptor Y1; P25929; NPY-Y1 expressing cells, potentiator/agonist activation; activation, % at 3.6 µM; hit rate 0.37% among 220,000; AID 1304; in the data active means activation above about 33%, passing the limit was not always enough;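 further: cells stimulated with NPY at EC10 then isoproterenol at EC100; 0% = low agonist plus stimulus and 100% = saturating agonist plus stimulus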
# Target sequence (P25929 whole entry, looked up): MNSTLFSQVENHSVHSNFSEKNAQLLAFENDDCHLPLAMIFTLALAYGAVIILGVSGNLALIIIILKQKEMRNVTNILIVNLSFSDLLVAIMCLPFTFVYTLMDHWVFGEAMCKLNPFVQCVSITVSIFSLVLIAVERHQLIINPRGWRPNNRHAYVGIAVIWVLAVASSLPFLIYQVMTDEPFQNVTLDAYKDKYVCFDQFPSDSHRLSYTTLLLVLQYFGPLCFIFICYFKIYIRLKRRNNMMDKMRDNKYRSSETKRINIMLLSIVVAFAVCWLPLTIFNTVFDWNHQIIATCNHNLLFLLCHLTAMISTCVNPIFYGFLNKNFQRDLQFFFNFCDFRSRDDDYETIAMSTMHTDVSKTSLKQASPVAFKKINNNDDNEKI
# TRPML3 agonist = activates the human TRPML3 channel | activation, % at 3 µM | HEK293 TRPML3-YFP, Fluo-8 calcium fluorescence; 100% = the carbachol control signal | hit rate 0.29% among 220,000 | AID 1448;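 active means activation above its plate's cutoff, the mean activation of the plate's test wells plus 3 SD, cut at about 12% in these data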;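 further: 0% = DMSO only wells and 100% = carbachol wells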
#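 Test system: HEK293 cells stably carrying human TRPML3-YFP; Doses: single dose, 3 µM final nominal compound, 0.3% DMSO final; Schedule: dye loading 1 h 37 °C then 30 min ambient, 125 s read; Technique: Fluo-8 calcium fluorescence; Benchmarks: high control carbachol 87 µM, low control DMSO.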
# CHOP inhibitor = blocks CHOP induction under ER stress; CHO-K1 CHOP-promoter luciferase, tunicamycin-induced, 15-18 h; hit rate 3.8% among 220,000; AID 2732; inhibition, % at 10 µM;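 active means compounds that reduced the stress-induced luciferase reporter signal by more than about 70% of percent inhibition, limit read from the data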;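 further: 0% = tunicamycin plus vehicle and 100% = wells without tunicamycin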
# PGE2 EP2 inh = EP2 receptor (human) inhibition; P43116; C6 glioma cells expressing human EP2, cAMP TR-FRET; cells stimulated with saturating PGE2; inhibition, % at 25 µM; hit rate 0.52% among 260,000; AID 1422;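 active means percent inhibition above 40 after rounding to a whole number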;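 further: rat C6 glioma host cells with rolipram phosphodiesterase inhibitor present; the protocol text gives 20 µM as final concentration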
# Target sequence (P43116 whole entry, looked up): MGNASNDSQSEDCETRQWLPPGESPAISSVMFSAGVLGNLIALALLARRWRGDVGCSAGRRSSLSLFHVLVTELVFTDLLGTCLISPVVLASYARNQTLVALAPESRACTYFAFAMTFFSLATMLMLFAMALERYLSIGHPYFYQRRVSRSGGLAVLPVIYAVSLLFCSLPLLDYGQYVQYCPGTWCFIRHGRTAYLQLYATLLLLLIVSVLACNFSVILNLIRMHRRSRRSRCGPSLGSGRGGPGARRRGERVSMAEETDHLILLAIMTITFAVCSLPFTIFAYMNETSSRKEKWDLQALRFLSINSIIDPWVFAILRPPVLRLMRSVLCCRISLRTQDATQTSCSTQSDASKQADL
# NPY Y1 blocker = antagonists of human neuropeptide Y receptor Y1; inhibition, % at 3.6 µM; P25929; AID 1040; HEK293-CNG Y1 cells, membrane potential fluorescence; NPY at EC95, then isoproterenol; hit rate 1% among 200,000;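 active means inhibition above the campaign mean inhibition of all tested compounds plus 3 SD, cut at about 20% in these data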;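 further: 0% = DMSO wells given NPY plus isoproterenol and 100% = isoproterenol alone without NPY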
#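 Material: HEK293 cells with Y1 receptor plus CNG channel; times: compound incubation 1 h at room temperature, readout 45 min post-stimulation; signal: fluorescence, membrane potential probe; read-out basis: fluorescence ratio normalized to % inhibition between controls; benchmarks: full-block control isoproterenol-only wells, zero-block control NPY plus isoproterenol wells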
# EP2 modulator = EP2 receptor (human) modulation; P43116; EP2-expressing cells, cAMP HTRF FRET, PGE2 co-stimulation; induction, % at 25 µM; hit rate 0.83% among 260,000; AID 940;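 active means compounds whose cAMP rise, as percent of the full-agonist control response, exceeds 60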;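 further: rat C6 glioma line stably carrying human EP2 under a CMV promoter; the protocol text gives 20 µM as final concentration; 100% = response of wells given 1 µM PGE2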
# PPC-1+TRAIL kill = PPC-1 cancer cell killing with TRAIL present | PPC-1 cells + TRAIL, ATPLite viability luminescence | cell killing (% activity), % at 4 µM | hit rate 0.41% among 220,000;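 active means cell killing above 50% in the first pass at 4 µM, then a duplicate retest at 5 µM averaging 50% or more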;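 further: plate controls were cells with TRAIL plus DMSO for no effect and medium-only wells lacking cells for full effect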
# * = called active by the depositor; . = not tested or not shown; & = joins results of further samples; [ ] = dose if it differs, or a comment. Only part of the results is shown (hit frequency here may not be typical).
SMILES,14-3-3 Bad PPI,zfTRPN1 agonist,NPY1 pot ag,TRPML3 agonist,CHOP inhibitor,PGE2 EP2 inh,NPY Y1 blocker,EP2 modulator,PPC-1+TRAIL kill
COc1ccc2cc(/C=N/NC(=O)CSCc3ccc([N+](=O)[O-])cc3)c(Cl)nc2c1,48[fluorescence artefact?],0.9,17,0.2,16,.,2,-17,7
O=[N+]([O-])c1cc(C(F)(F)F)ccc1N1CCN(CCO)CC1,0,1.7,9,1.1,-17,8,3,-6,4
Cc1cc(C=O)c(C)n1-c1ccc(NC2CCCCC2)c([N+](=O)[O-])c1,3,-1.1,3,0.4,49,.,12,-42,26
Cc1cc(C)c2nc(SCC(=O)NCC3CCCO3)c(C#N)cc2c1 (configuration not stated),-6,-0.8,10,0.6,0,19&16,6,4&20,.
NS(=O)(=O)c1cccc(NC(=O)CN2CCC(Cc3ccccc3)CC2)c1,2,1.7,14,1.0,-16,4,2,-39,-1
Cc1ccnc(NS(=O)(=O)c2ccc(NC(=O)c3cc(-c4ccccc4)nc4ccccc34)cc2)n1,1,0.3,20,-0.2,22,10,5,33,16
O=C(c1cc(N2C(=O)C3C4CCC(C4)C3C2=O)ccc1Cl)N1CCCCCC1 (configuration not stated),-9,2.1,9,0.6,0,2,3,-22,18
O=C(NCc1ccc(N2CCCC2=O)cc1)c1cn(Cc2ccccc2)nn1,-5,0.6,9,1.0,10,14,-1,19,5
Cc1cc(C)n(-c2nc(O)cc(=O)[nH]2)n1,17[fluorescence artefact?],0.2,-6,1.1,41,9,-2,18,7
CC(C)OC(=O)C(C)Nc1n[nH]c(=S)[nH]c1=O (configuration not stated),-3,1.1,3,0.4,41,105*,2,-46,34
COc1cnc(-c2ccccn2)nc1Oc1ccccc1Cl,-2,-0.7,-14,-0.1,-14,5,9,9,17
Cc1cc(C)c(C(=O)CSc2n[nH]c(-c3ccncc3)n2)c(C)c1,-7,1.9,-5,0.1,-11,3,9,-39,5
Nn1c(SCC(=O)Nc2cccc(F)c2)nnc1C1CCCCC1,-2[fluorescence artefact?],0.3,7,-1.1,-9,13,1,7,2
CCc1nc(SCc2nc3ccccc3[nH]2)c2oc3ccccc3c2n1,9,-2.1,-64,0.3,41,3,17,-52,-15
COc1ccc(C(CC(=O)O)NC(=O)COc2ccccc2)cc1 (configuration not stated),1[fluorescence artefact?],1.2,-12,1.3,-23,24,6,19,19
COc1ccc(NC(=O)c2ccco2)cc1S(=O)(=O)N1CCOCC1,8,0.7,-2,0.4,-31,6,-3,-6,8
CCOc1ccc(NC(=O)CN(c2cc(C)cc(C)c2)S(=O)(=O)c2c(C)noc2C)cc1,15,0.8,24,0.6,23,11,-6,36,9
CC/C(=N\NC(=O)c1ccccc1Cl)c1ccc(Br)s1,-13,-2.0,0,0.3,49,2,-3,42,22
O=C1Nc2ccc(F)cc2C12Nc1ccccc1-c1nnc(SCc3ccccc3Cl)nc1O2 (configuration not stated),-7,1.4,-4,0.0,8,1,0,-1,24
CC12CN3CC(C)(CN(C1)C3c1ccc(Cl)cc1Cl)C2O (configuration not stated),.,0.7,5,-0.3,.,6,9,.,8

# Three entries already listed, ordered by the value under EP2 modulator, highest first:
SMILES	14-3-3 Bad PPI	NPY1 pot ag	TRPML3 agonist	CHOP inhibitor	EP2 modulator
O=C(NCc1ccc(N2CCCC2=O)cc1)c1cn(Cc2ccccc2)nn1	-5	9	1.0	10	19
Cc1cc(C)c(C(=O)CSc2n[nH]c(-c3ccncc3)n2)c(C)c1	-7	-5	0.1	-11	-39
Cc1cc(C=O)c(C)n1-c1ccc(NC2CCCCC2)c([N+](=O)[O-])c1	3	3	0.4	49	-42

# (list continues)
SMILES,14-3-3 Bad PPI,zfTRPN1 agonist,NPY1 pot ag,TRPML3 agonist,CHOP inhibitor,PGE2 EP2 inh,NPY Y1 blocker,EP2 modulator,PPC-1+TRAIL kill
N#Cc1c(N2CCCCC2)nc(N)c2c(N)nc3c(c12)CC(CCl)O3 (configuration not stated),-31,0.0,17,0.4,2,0,-4,-10,4
CC(C)(C)n1nnnc1C(c1cccs1)N1CCN(c2ccccc2)CC1 (configuration not stated),-5,-0.7,8,0.5,35,3&5,0,18&30,4
Cc1ccc(C(=O)NCc2ccccc2)c(F)c1F,2,-1.5,5,0.4,11,9,8,-8,39
COC(=O)c1ccccc1NC(=O)CSc1ccccc1,-3,0.0,-6,-0.8,38,7,9,41,18
CCOC(=O)c1c(C)[nH]c(C(=O)CN2C(=O)C(=O)N(CC(C)C)C2=O)c1C,-4,2.2,-17,-0.3,11,8,11,-29,-2
O=C(O)/C=C/c1ccc(S(=O)(=O)N(CCO)CCO)cc1,-3,1.3,3,-0.1,-6,8,9,25,20
CCN(CC)CCCNC(=S)N1CCn2c(nc3ccccc32)C1,-6,-0.1,-23,0.8,-10,14,4,-6,10
Cc1ccc(-c2cc(-c3cccs3)[nH]n2)c(O)c1,-4,0.1,7,1.0,45,10,-1,-7,11
O=c1cc(CN2CCCCCC2)nc2sccn12,-14,-0.4,1,-0.8,-1,5,0,-8,-4
COc1cc2c(cc1OC)C(C(=O)NCCN1CCOCC1)C1c3ccccc3CCN1C2=O (configuration not stated),8[fluorescence artefact?],1.1,-4,0.9,0,.,3,30,2
CS(=O)(=O)NNC(=O)c1csc(Cc2c(Cl)sc3ccc(Cl)cc23)n1,6,1.0,-47,1.0,7,3,.,-2,0
COc1ccc(S(=O)(=O)N(C)CC(=O)NC2CCCCC2)cc1Cl,11,0.6,-9,-0.1,10,8,2,-17,9
CC(=O)Nc1ccc(/C=N/NC(=O)c2cc(-c3ccco3)nc3ccccc23)cc1,-11,0.2,-15,0.8,-11,11,.,6,23
COc1cc2c(cc1OC)CN(C(=O)/C=C/c1cccs1)CC2,1,0.8,-19,0.1,9,9,.,-23,8
CCOc1ncccc1C(=O)Nc1ccc(-c2ccc3nnc(C)n3n2)cc1,-10,-0.5,4,0.1,26,5,1,12,32
Cc1[nH]nc2c1C(c1cccs1)C1=C(CC(C)(C)CC1=O)N2 (configuration not stated),-17,0.4,19,0.3,34,4,-5,20,7
COc1cc(-c2nc3ccc(N4CCN(C)CC4)cc3[nH]2)cc(OC)c1OC,-14,-0.7,11,-1.1,-2,4,-2,-21,4
CCOC(=O)Cc1nn(CC)c(=O)c2ccccc12,3,1.1,17,0.7,8,5,11,20,9
CC(=O)N1CCc2cc(S(=O)(=O)NC3CCCc4ccccc43)ccc21 (configuration not stated),2,4.8,2,2.2,51,21,-8,9,9
COc1ccc(C2=Nn3c([n+](C)c4ccccc43)SC2)cc1,6,1.2,1,-0.1,6,5&3,-2,-46&-60,19
CC(=O)Nc1c(C(=O)N2CCN(c3ncccn3)CC2)cnn1-c1ccccc1Cl,.,0.8,9,0.2,.,.,0,.,.
CC1CN(C(=O)CSc2nnc(-c3ccncc3)n2-c2ccccc2)CC(C)O1 (configuration not stated),4,-0.1,10,0.9,-32,5,-2,2,11
O=C(Nc1ccc(CN2CCOCC2)cc1)c1cccc(F)c1,3,0.5,13,1.4,-12,4,-6,19,13
c1ccc2c(c1)CCCN2c1nc(N2CCOCC2)nc(N2CCOCC2)n1,-12,-0.1,7,-1.4,7,13,.,20,7
O=C(OCC1CC(c2ccccc2Cl)=NO1)c1ccc(Br)cc1 (configuration not stated),11[fluorescence artefact?],-0.2,8,0.2,24,8,-1,-2,9
CC(C)CCNC(=O)c1ccc(Cl)c(N)c1,4,0.1,-6,0.5,-2,8,5,-27,25
Cc1ccc(S(=O)(=O)N=Nc2c(O)[nH]c3ccccc23)cc1,56,-0.7,-23,1.2,-10,9,4,23,15
O=C(Nc1ccc(Cl)cn1)c1ccccc1F,9,-0.5,3,0.6,7,6,1,28,45
Cc1ccc(S(=O)(=O)c2cc(C#N)c(=O)[nH]c2N)cc1,-8,-0.6,-7,0.4,7,11,1,22,8
S=c1[nH]cnc2scc(-c3ccccc3)c12,-2[fluorescence artefact?],-0.6,-5,0.1,21,11,4,2,7
COC(=O)c1ccc(C23CC4(C2)[C@H](CN(CC2CCCCC2)[C@@H]4c2ccccc2)C3c2ccc(C(F)(F)F)cc2)cc1 (some centres not stated),1,.,.,.,2,15,.,-2,-1
COc1ccccc1OCCCC(=O)Nc1nccs1,2,-0.4,13,0.7,17,2,-4,-12,13
CC1=NN(C(C#N)c2ccc(F)cc2)C(C)(C)C1 (configuration not stated),3,-1.4,-6,1.1,-2,2,-4,17,4
CCCn1c(SCC(=O)NCc2ccc(OC)cc2)n[nH]c1=O,5,1.4,10,0.2,-12,3,2,-3,5
CC1CCCC(NC(=O)COC(=O)CN2C(=O)C3CCCCC3C2=O)C1C (configuration not stated),8,0.3,-9,0.6,-5,6,0,-3,-16
CS(=O)(=O)c1ccc(Cl)c(NC(=O)Cc2c(Cl)cccc2Cl)c1,-20,1.0,9,0.9,2,8,2,-1,-2
Cc1ccc2c(c1)C(=O)CC(O)(C(F)F)O2 (configuration not stated),8,1.2,-13,0.7,-7,12,.,1,20
O=C(Nc1ccccc1C(=O)N/N=C/c1ccco1)c1ccccc1Cl,5,-1.1,-10,-0.9,1,10,-2,20,11
O=C(c1ccccc1)N1CCN(C(=O)c2ccccc2Br)CC1,3,0.1,9,0.1,3,16,3,8,16
N#CCCN(Cc1ccccc1)C(=O)Nc1ccccc1,-2,1.2,-12,0.1,-6,11,.,-10,17
CCCCC(=O)Nc1cc(-c2nc3ncccc3o2)ccc1C,-3,-0.2,6,-0.4,43,2,-1,15,8
CCOc1ccc(NC(=NCc2ccc3c(c2)OCO3)SC2CC(=O)N(c3ccc(OCC)cc3)C2=O)cc1 (configuration not stated),-1,0.5,0,0.9,98*,12,-4,11,34
Cc1ccc(S(=O)(=O)CC(=O)N2CCCC2)cc1,5,1.1,-1,-0.6,-29,5,2,21,-32
CCN(CC)S(=O)(=O)c1cccc(-c2nnc(SCC(N)=O)n2CCc2ccccc2)c1,8,0.0,12,-1.0,51,11,10,-8,-2
O=C(/C=C/c1ccccc1)NNC(=O)c1cccc(Cl)c1,-4,-0.1,-5,0.1,41,6,5,-5,-2
C=CCN1C2CCCC1CC(NC(=S)Nc1cccc(OC)c1)C2 (configuration not stated),-8,0.3,14,0.3,7,5,-6,-96,-4
